Bioassay records as filed in PubChem BioAssay.
SKN-1 inh – inhibitors of C. elegans SKN-1. inhibition, % at 21.8 µM. C. elegans VP596 Pgst-4::GFP/RFP ratio, acrylamide-induced, 24 h. AID 624304. 0.49% of 360,000 active;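 active = interference check ratio from 0.5 to 1.5 plus GFP to RFP signal ratio inhibition reaching or exceeding a fixed threshold, cut at about 30% in these data, passing the limit was not always enough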; note: some compounds called inactive have numbers as strong as hits
Tb MetRS inh – Trypanosoma brucei MetRS inhibition | inhibition, % at 11.9 µM | 0.4% of 360,000 active | AID 624268 | purified T. brucei MetRS, ATP depletion, Kinase-Glo luminescence;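 active = inhibition above a per-plate cutoff of the control wells' mean inhibition plus 3 SD, cut at about 5.5% in these data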;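 note: 0% = DMSO wells median and 100% = median of wells with control inhibitor compound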
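Assay system: T. brucei methionyl-tRNA synthetase, purified | Medium: HEPES buffer with MgCl2, KCl, DTT, spermine, BSA, pyrophosphatase | Compound: 11.9 µM single point | Incubation: 15 min enzyme-compound preincubation, 2 h reaction, 10 min detection, 25 °C | Measured by: Kinase-Glo luciferase luminescence reporting remaining unconsumed ATP | Measure: % inhibition normalized to control-well medians | Replication: Singlicate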
MsrA act – activators of bovine methionine sulfoxide reductase A; 0.3% of 360,000 active; purified bovine MsrA, absorbance read-out; activation, % at 10.6 µM; in the data active = activation above about 7.5%;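 note: 0% = vehicle and 100% = reference activator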
MLLE-PAM2 inh – inhibitors of microRNA-mediated deadenylation, human PABP1 MLLE binding | P11940 | GST-MLLE / FITC-PAM2 fluorescence polarization | inhibition, % at 20 µM | 0.36% of 360,000 active; in the data active = inhibition above about 35%, passing the limit was not always enough;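 note: plate controls were DMSO wells with GST-MLLE for no effect and wells lacking GST-MLLE protein for full effect; some results filed as inactive read as strong as hits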
FAS-TE inh – FAS thioesterase (human) inhibition | recombinant FAS-TE, OMFH fluorogenic substrate, fluorescence endpoint | inhibition, % at 15 µM | 0.67% of 360,000 active | AID 602261;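 active = compounds whose normalised, plate-corrected inhibition of enzyme fluorescence in the single-dose primary screen is 50% or more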;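 note: 0% = DMSO with enzyme and 100% = substrate without enzyme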
MT1-MMP act inh – MT1-MMP (human) activation inhibition; P50281; HT1080 RFP-PRO-GFP cells, GFP/RFP ratio fluorescence, overnight; percent of plate control window, DMSO zero; AID 651647; GFP/RFP ratio change, % at 20 µM; 0.061% of 360,000 active;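 active = GFP/RFP ratio change of at least 30% with cell ATP level not reduced by more than half and red fluorescence within 50% of control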; note: strong numbers were not always called active
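Assay system: RFP-PRO-GFP reporter HT1080 cells; read-out basis: GFP/RFP fluorescence ratio; benchmarks: DMSO wells and RFP-L50D-GFP cells; doses: 20 µM single dose, 1% DMSO; schedule: overnight cell settling, then overnight compound exposure, 37 °C, 5% CO2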
E coli Lon inh – inhibits E. coli Lon protease; P0A9M0; purified E. coli Lon protease, fluorescence polarization; inhibition, % at 7.94 µM; 0.42% of 360,000 active; AID 602123; in the data active = inhibition above about 13%, passing the limit was not always enough;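 note: 0% = enzyme with probe and DMSO and 100% = no enzyme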
CendR NRP1 mod – NRP-1/CendR interaction modulation | FAM-RPARPAR peptide binding to NRP-1, fluorescence polarization | inhibition, % at 25 µM | 0.85% of 360,000 active | AID 602438;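 active = inhibition or corrected inhibition above about 18%, plus a signal ratio from 0.5 to 1.5, limit read from the data, passing the limit was not always enough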; note: strong numbers were not always called active
MsrA inhibitor – bovine MsrA inhibition | purified bovine MsrA, absorbance read-out | inhibition, % at 15.5 µM | 0.75% of 360,000 active | AID 651718; in the data active = inhibition above about 4.5%;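 note: 0% = vehicle wells with enzyme and 100% = reference inhibitor wells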
The depositor's hits bear a star; x = not tested or not shown.

No.	canonical_smiles	SKN-1 inh	Tb MetRS inh	MsrA act	MLLE-PAM2 inh	FAS-TE inh
1	COc1ccc2nc3oc(C(=O)NCCCOC(C)C)cc3cc2c1	5	-0.8	-4	7	-4
2	COc1ccc(-n2nc(C(=O)c3cccs3)cc(-c3nc4ccccc4[nH]3)c2=N)cc1	-21	-1.1	-8	-7	-2
3	CCn1ncc(Br)c1C(=O)Nc1cc(C)cc(C)c1	19	0.1	-1	2	-6
4	O=C(NCC(c1cccnc1)N1CCN(c2ccc(F)cc2)CC1)OCc1ccccc1 (centres undefined)	-8	-0.2	-1	5	3
5	COc1ccccc1N1CCN(C2CCCN(C(=O)c3ccsc3)C2)CC1 (centres undefined)	10	-0.2	-1	-2	-8
6	COc1ccc(CNC(=O)CN(Cc2ccccc2)S(=O)(=O)c2ccc(Cl)cc2)cc1	-10	-0.2	-3	5	22
7	CCOc1ccc(NC(=O)CN(C)C(=O)c2cn3ccccc3n2)cc1OCC	-2	-0.6	1	-22	-7
8	O=C(CC1S/C(=N\S(=O)(=O)c2ccccc2)N(c2ccccc2)C1=O)Nc1ccc(F)cc1 (centres undefined)	5	-0.4	-7	9	16

No.	MT1-MMP act inh	E coli Lon inh	CendR NRP1 mod	MsrA inhibitor
1	-2	4	-4	0.7
2	-36	2	4	-1.2
3	3	-22	-8	1.8
4	-5	4	5	0.3
5	1	12	9	0.5
6	3	10	13	2.1
7	1	-6	0	-1.6
8	-3	2	2	0.7

(listing goes on)
No.	canonical_smiles	SKN-1 inh	Tb MetRS inh	MsrA act	MLLE-PAM2 inh	FAS-TE inh
9	COc1ncnc2c1ncn2CC1COC(C)(C)O1 (centres undefined)	8	-0.1	-3	-7	-6
10	COc1ccc(C(=O)NCC2OCCc3ccccc32)c(O)c1 (centres undefined)	-14	-0.1	-3	0	-2
11	COc1cc(Nc2ccn3nccc3n2)cc(OC)c1OC	6	0.1	-3	-22	-10
12	COc1ccccc1-n1cnnc1SCC(=O)N1CCOCC1	-5	-0.5	-1	3	-5
13	O=C1CCC(C(=O)OCc2nnc(-c3ccc(Br)cc3)o2)=NN1	-2	-0.1	-2	-22	-5
14	O=C(Nc1ccnn1C1CCN(C2CCCCC2)CC1)c1ccccc1	22	-0.3	-6	22	-7
15	O=C(Nc1ccon1)c1ccc2c(c1)OCO2	-9	-1.2	-11	-4	-4
16	C=C(C(=O)c1ccccc1)C(C(=C)C(=O)c1ccccc1)c1ccc(OC)cc1	-7	0.4	-4	-1	2

No.	MT1-MMP act inh	E coli Lon inh	CendR NRP1 mod	MsrA inhibitor
9	0	4	13	-0.3
10	-1	-11	-15	0.4
11	-2	0	2	0.7
12	1	-2	-3	-0.9
13	-4	-15	-10	0.0
14	-5	2	6	-0.1
15	3	-2	11	-1.0
16	7	-5	12	0.3

Copied from the list.
cpd 16 – MT1-MMP act inh = 7
cpd 5 – CendR NRP1 mod = 9

Remaining list, next part:
No.	canonical_smiles	SKN-1 inh	Tb MetRS inh	MsrA act	MLLE-PAM2 inh	FAS-TE inh
17	COc1ccccc1N(C)S(=O)(=O)c1ccc(C(=O)N2CCC(C(N)=O)CC2)cc1	-6	0.1	1	-1	-9
18	COc1ccc2nc(N3C(=O)C(O)=C(C(=O)c4ccco4)C3c3ccc(OC)c(OC)c3)sc2c1 (centres undefined)	-2	-0.1	-1	-7	-4
19	COC(=O)[C@@]12C[C@@H](CC(=O)N3CCC(c4ccccc4)CC3)C(=O)N(Cc3ccco3)C1=CCC(C)(C)C2	-5	-0.2	x	x	x
20	O=C(Nc1nc(-c2ccncc2)cs1)c1ccc(S(=O)(=O)N2CCOCC2)cc1	18	-1.0	5	-10	-1
21	CSCC[C@H](NC(=O)NC1CCCC1)C(=O)O	1	-0.5	-2	-1	-2
22	CCOC(=O)c1sc(NC(=O)CN2C(=O)C3CC=CCC3C2=O)nc1C (centres undefined)	12	-0.5	-3	-3	-4
23	COc1cc2c(cc1OC)C(Cc1ccccc1[N+](=O)[O-])=NCC2	-8	0.3	-1	10	-2
24	COC(=O)c1c(C)oc(C)c1S(=O)(=O)NCc1ccc(Cl)cc1Cl	10	1.3	0	-7	16

No.	MT1-MMP act inh	E coli Lon inh	CendR NRP1 mod	MsrA inhibitor
17	3	-2	-12	0.8
18	10	-5	-24	0.6
19	0	x	-6	1.3
20	10	-3	-9	2.9
21	3	-4	-10	0.7
22	-4	5	-10	0.6
23	-1	-10	10	0.2
24	3	1	12	0.0

More records:
No.	canonical_smiles	SKN-1 inh	Tb MetRS inh	MsrA act	MLLE-PAM2 inh	FAS-TE inh
25	CCOc1ccc(C2C(C(=O)c3cccs3)=C(O)C(=O)N2CCN2CCOCC2)cc1 (centres undefined)	10	0.6	-4	5	-1
26	Cc1ccc(/C=C2\C(=O)ON=C2c2ccccc2)o1	-1	0.0	-5	7	20
27	CCCOc1ccc(-c2c(C(=O)N/N=C(\C)c3cccnc3)nnn2-c2nonc2N)cc1	6	0.3	-6	10	-13
28	COc1ccc(Cl)cc1N1C(=O)[C@@H]2C(c3cccc(OC)c3OC)=NO[C@@H]2C1=O	24	-0.8	1	7	10
29	O=[N+]([O-])c1ccccc1CNC1CCCCCC1	3	-1.2	-10	-1	-8
30	O=C(CC1C(=O)NCCN1CC1CCCCC1)NC1(c2ccccc2)CC1 (centres undefined)	10	-0.4	-3	-1	0
31	CCC(C)(C)n1nnnc1C(c1cc2cc(OC)c(OC)cc2[nH]c1=O)N1CCc2ccccc21 (centres undefined)	21	1.2	0	-4	8
32	CCC1Nc2ncnc(N3CCN(c4ccccc4)CC3)c2N(Cc2ccc(C)cc2)C1=O (centres undefined)	19	0.8	-8	-14	6

No.	MT1-MMP act inh	E coli Lon inh	CendR NRP1 mod	MsrA inhibitor
25	3	0	-11	0.5
26	1	7	8	1.4
27	0	0	3	0.9
28	6	-11	-66	-1.7
29	-2	-1	0	0.1
30	-5	6	8	-0.4
31	-2	-18	-10	-0.1
32	-6	3	-21	1.6

Part of the list above, reduced to FAS-TE inh and MT1-MMP act inh.
entry	SMILES	FAS-TE inh	MT1-MMP act inh
27	CCCOc1ccc(-c2c(C(=O)N/N=C(\C)c3cccnc3)nnn2-c2nonc2N)cc1	-13	0
28	COc1ccc(Cl)cc1N1C(=O)[C@@H]2C(c3cccc(OC)c3OC)=NO[C@@H]2C1=O	10	6

In the list so far, these have an NH in an aromatic ring:
No.	canonical_smiles	SKN-1 inh	Tb MetRS inh	MsrA act	MLLE-PAM2 inh	FAS-TE inh
2	COc1ccc(-n2nc(C(=O)c3cccs3)cc(-c3nc4ccccc4[nH]3)c2=N)cc1	-21	-1.1	-8	-7	-2
31	CCC(C)(C)n1nnnc1C(c1cc2cc(OC)c(OC)cc2[nH]c1=O)N1CCc2ccccc21 (centres undefined)	21	1.2	0	-4	8

No.	MT1-MMP act inh	E coli Lon inh	CendR NRP1 mod	MsrA inhibitor
2	-36	2	4	-1.2
31	-2	-18	-10	-0.1

Further compounds:
No.	canonical_smiles	SKN-1 inh	Tb MetRS inh	MsrA act	MLLE-PAM2 inh	FAS-TE inh
33	CN(Cc1ccccc1)C(=O)c1ccc(NC(=O)Cc2ccc([N+](=O)[O-])cc2)cc1	5	-0.2	-2	-2	17
34	COc1ccc(C2C(C(=O)/C=C/c3ccco3)=C(O)C(=O)N2CCN2CCOCC2)cc1OC (centres undefined)	-1	-0.4	-1	-4	-5
35	CC(C)CC(C(=O)Nc1ccc2c(c1)OCCO2)N1C(=O)c2ccccc2C1=O (centres undefined)	-3	-1.4	-5	1	-7
36	CN(C)C(=S)N=c1ssc(=S)n1Cc1cccnc1	1	-0.3	-1	25	-4
37	CCCc1ccc(OCc2ccc(C(=O)N3CCCC3)o2)cc1	5	-0.4	-1	-22	7
38	O=S(=O)(Nc1nc2ccccc2nc1N1CCN(c2ccccn2)CC1)c1ccc(Cl)cc1	3	-1.0	-5	24	8
39	COc1cccc(C2NC(=O)NC(C)=C2C(=O)Nc2ccc(C)cc2)c1OC (centres undefined)	5	0.0	-2	-8	-1
40	COC(=O)c1ccc(CNC(=O)COC(=O)/C=C/c2cccc(OC)c2)cc1	-1	-0.3	-5	-20	-3

No.	MT1-MMP act inh	E coli Lon inh	CendR NRP1 mod	MsrA inhibitor
33	8	-4	-3	-0.8
34	-5	-5	-32	0.9
35	2	3	-1	-0.5
36	0	-2	-2	-0.6
37	-2	0	8	0.2
38	-86	10	10	2.2
39	-3	-5	8	-0.4
40	-5	-16	6	0.3

Other results follow:
No.	canonical_smiles	SKN-1 inh	Tb MetRS inh	MsrA act	MLLE-PAM2 inh	FAS-TE inh
41	COc1cccc(-c2nc(CS(=O)(=O)CC(=O)NC3CCCCCC3)c(C)o2)c1	10	0.1	-1	-4	4
42	CN(C)c1ccc(NC(=O)Nc2ccc3snnc3c2)cc1	10	0.7	3	15	-3
43	Cc1cc(C)c(NC(=O)Cn2nnc(C(=O)NCc3cccs3)c2N)c(C)c1	1	-0.7	1	5	-1
44	NNC(=O)CN1C(c2cccc(Cl)c2)=Nc2ccc(Br)cc2C1c1ccccc1 (centres undefined)	3	-1.3	-4	3	1
45	COc1ccc([C@H]2N[C@]3(CCCN(Cc4cccn4C)C3=O)[C@H]3C(=O)N(C)C(=O)[C@@H]23)cc1	0	-1.2	-3	17	-1
46	N#C/C(=C\c1c(N2CCOCC2)nc2ccccn2c1=O)S(=O)(=O)c1ccccc1	-19	-2.0	-10	1	12
47	COc1ccc(/C=N/NC(=O)c2ccc(Cl)cc2)cc1Cn1cc(Cl)cn1	5	-0.4	-4	5	-3
48	N#Cc1ccccc1OCC(=O)Nc1c(C(=O)C2CC2)oc2ccccc12	6	-0.3	-1	-16	1

No.	MT1-MMP act inh	E coli Lon inh	CendR NRP1 mod	MsrA inhibitor
41	-1	1	14	-0.3
42	7	0	0	1.3
43	3	2	12	0.9
44	-6	-10	7	2.2
45	5	-12	-5	-0.2
46	2	-6	0	1.0
47	9	-2	0	0.5
48	-3	-1	8	-0.6

Along the list, quoted from above:
Entries 44–48 in MT1-MMP act inh: -6, 5, 2, 9, -3

Other structures follow.
No.	canonical_smiles	SKN-1 inh	Tb MetRS inh	MsrA act	MLLE-PAM2 inh	FAS-TE inh
49	COc1ccc(NS(=O)(=O)c2cccc(C(=O)NCC(c3ccc(OC)cc3)N3CCOCC3)c2)cc1 (centres undefined)	-3	-0.3	-3	-6	1
50	O=c1[nH]nc(C(F)(F)F)c2nnn(Cc3ccccc3Cl)c12	0	-0.8	-3	-8	-3
51	Cc1nnc(N/N=C\c2ccc(-c3ccccc3[N+](=O)[O-])o2)n1N	3	0.3	17*	10	-6
52	O=C(NCc1ccccc1Br)c1ccc2c(c1)OCCO2	12	-0.1	-4	1	3
53	O=[N+]([O-])c1ccc(C[n+]2cccc3c4ccccc4ccc32)cc1	4	2.4	-1	-4	2
54	CCc1nnc(NC(=O)CSc2ncnc3scc(-c4ccc(C)cc4)c23)s1	-11	0.1	-3	2	-11
55	CN(C)S(=O)(=O)c1ccc(C(=O)Nc2ccc(OCC(=O)N3CCOCC3)cc2)cc1	-1	-1.9	-4	-4	-4
56	O=C(O)C1CCCN1C(=O)C1CCN(S(=O)(=O)c2cccc(C(F)(F)F)c2)CC1 (centres undefined)	5	-0.3	-5	5	-4

No.	MT1-MMP act inh	E coli Lon inh	CendR NRP1 mod	MsrA inhibitor
49	-6	-5	4	-1.4
50	-3	6	-3	0.9
51	-9	8	5	2.5
52	-2	14	7	0.6
53	-130	-5	-6	0.7
54	-2	-4	-14	0.7
55	4	-2	-6	0.0
56	-3	7	14	-0.6
